ERAP1 inh: blocks human ERAP1 aminopeptidase activity. 340,000 compounds, 0.15% hits. Q9NZ08. inhibition, % at 10.7 µM. recombinant ERAP1, Leu-AMC fluorescence, 60 min. AID 652197;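 active means mean replicate inhibition of at least 30%, or all replicates individually reaching that 30% level; inactive means mean below 30% and not every replicate reaching it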;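 further: 0% = neutral control wells and 100% = L-leucinethiol positive control wells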
Casp6 inh: blocks human caspase-6 cleavage activity | P55212 | purified caspase-6, Z-VEID-R110 cleavage fluorescence | inhibition, % at 12.5 µM | 350,000 compounds, 0.53% hits | AID 686996;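 active means mean inhibition across replicates at least about 35%, with every replicate also reaching that limit, limit read from the data; inconclusive means only one of the two criteria met; inactive means neither criterion met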;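 further: 0% = median of neutral control wells and 100% = no fluorescence left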
SIRT5 block: sirtuin-5 (human) deacylase inhibition; AID 652115; Q9NXA8; Purified SirT5, succinyl-peptide AMC, trypsin-coupled fluorescence; 330,000 compounds, 1.1% hits; inhibition, % at 15 µM; in the data active means inhibition above about 15%; inconclusive means no clear call, values can overlap the other calls
Target sequence (Q9NXA8 whole entry, looked up): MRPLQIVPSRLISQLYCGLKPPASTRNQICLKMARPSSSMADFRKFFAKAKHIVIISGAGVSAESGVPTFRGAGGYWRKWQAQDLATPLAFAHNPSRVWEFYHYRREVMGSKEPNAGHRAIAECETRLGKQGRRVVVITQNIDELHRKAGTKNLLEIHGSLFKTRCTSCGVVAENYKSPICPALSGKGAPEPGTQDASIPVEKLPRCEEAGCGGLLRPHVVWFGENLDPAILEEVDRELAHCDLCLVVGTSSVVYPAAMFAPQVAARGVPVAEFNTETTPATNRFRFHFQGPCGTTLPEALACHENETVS
miR122 inh: miR-122 inhibition in Huh7 cells | Huh7 miR-122 Renilla luciferase sensor, 48 h; neutral wells = 0, positive control = 100 | activation (reporter increase), % at 12.5 µM | 340,000 compounds, 0.3% hits;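 active means mean replicate activation score at least 90 and every replicate individually at or above 90; inconclusive means only one of the two criteria met; inactive means neither criterion met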;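 further: higher luciferase means less miR-122 activity so hits act as miR-122 inhibitors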
ERp5 inh: inhibitors of human ERp5 | AID 651711 | ERp5 insulin aggregation, absorbance 650 nm, 90 min | 350,000 compounds, 0.05% hits | inhibition, % at 9.99 µM;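 active means mean replicate inhibition above about 25%, with every replicate also reaching it, limit read from the data, passing the limit was not always enough; inconclusive means only one of those two criteria met; inactive means neither criterion met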
Target sequence (Q15084 whole entry, looked up): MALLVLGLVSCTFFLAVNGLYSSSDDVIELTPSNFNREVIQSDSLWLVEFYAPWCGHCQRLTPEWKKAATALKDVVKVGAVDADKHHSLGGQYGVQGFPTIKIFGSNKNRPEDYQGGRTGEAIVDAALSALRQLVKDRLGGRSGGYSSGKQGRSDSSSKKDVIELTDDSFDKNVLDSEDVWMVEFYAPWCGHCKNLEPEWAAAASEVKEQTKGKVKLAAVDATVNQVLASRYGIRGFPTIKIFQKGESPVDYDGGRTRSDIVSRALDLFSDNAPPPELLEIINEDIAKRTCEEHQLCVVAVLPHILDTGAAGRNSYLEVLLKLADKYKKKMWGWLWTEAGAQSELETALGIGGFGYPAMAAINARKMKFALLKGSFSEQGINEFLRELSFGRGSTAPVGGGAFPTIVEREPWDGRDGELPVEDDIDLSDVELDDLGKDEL
DENV2 CPE rescue: inhibitors of DENV2 cytopathic effect | 350,000 compounds, 1.7% hits | CPE inhibition, % at 9.99 µM | DENV2-infected cells, cytopathic effect rescue, plate reader; in the data active means CPE inhibition above about 20%, passing the limit was not always enough; inconclusive means no clear call, values can overlap the other calls; tested in BHK-21 cells;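 further: 0% = median of neutral control wells and 100% = median of positive control wells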
CFTR F508del cor: correctors of CFTR F508del function in bronchial epithelial cells | CFBE cells, YFP halide quenching; stimulated with forskolin plus potentiator P3; % fluorescence drop versus neutral controls | 350,000 compounds, 0.36% hits | activity (quench increase), % at 7.58 µM;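 active means mean added fluorescence quench of at least 8% versus neutral control, with both replicates also reaching 8%; inconclusive means only one of the mean or replicate conditions met; inactive means mean below 8% and not both replicates reaching 8%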;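 further: cells transiently co-express mutant CFTR-F508del with the halide-sensitive YFP; corrector assay measuring rescue of mutant channel to the surface after 24 h compound exposure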
* = called active by the depositor; ? = inconclusive; / = no result given; & = joins results of further samples; [ ] = dose if it differs, or a comment. Compounds were not picked by outcome; overall some 4% were active at least once.

#	ERAP1 inh	Casp6 inh	SIRT5 block	miR122 inh	ERp5 inh	DENV2 CPE rescue	CFTR F508del cor	compound
1	0	/	0	0	-3	2	-0.4	Cc1ccc(N(C)S(=O)(=O)c2cccc(C(=O)Nc3nnc(C4CC4)s3)c2)cc1
2	-4	1	-3	-5	0	/	-1.1	Cc1nnc(SCC(=O)NNC(=O)c2ccco2)n1-c1ccccc1
3	1	-3	-2	-5	-3	?	-2.9	Cc1nn(Cc2ccccc2)c(C)c1CNC(=O)[C@H](C)N=C1NS(=O)(=O)c2ccccc21
4	12	0	-4	-5	-1	3	-1.7	CCC(CO)Nc1nc2ccc(Cl)cc2c2ccccc12 (stereo not given)
5	3	1	-2	/	4	3	1.5	CC(OCC(O)CNCC1COc2ccccc2O1)c1ccc(Cl)cc1 (stereo not given)
6	6	1	0	-1	1	2	1.5	N#C/C(=C\c1c[nH]c2ccccc12)C(=O)NC1CC1
7	0	1	-2	4	0	2	-2.7	CCc1ccc(NC(=O)CSc2nnc(-c3ccccn3)n2C)cc1
8	1	1	-1	/	0	9	-0.6	CCN(C(=O)COC(=O)Cc1ccc(F)cc1)c1c(N)n(Cc2ccccc2)c(=O)[nH]c1=O
9	3	1	0	-6	0	3	-0.8	CCc1ccc(N(CC)C(=O)Cc2c(C(=O)O)n(C)c3ccccc23)cc1
10	-8	-1	-1	-3	-10	?	0.1	O=C(COc1ccc([N+](=O)[O-])cc1)NNC(=O)Nc1ccc([N+](=O)[O-])cc1
11	0	0	-14	-8	-1	-1	0.9	COc1cccc(-c2nc(CS(=O)(=O)CC(=O)Nc3ccc(C(C)=O)cc3)c(C)o2)c1
12	0	9	1	-7&-6	-9	54*	-3.7	C/C(N)=C(/C#N)C(=O)CSc1nnc(Cc2ccccc2F)n1N
13	2	1	2	-6	1	31*	-0.9	O=C(C[n+]1ccsc1)c1ccccc1
14	6	-1	14	6[16.7 µM]	0	19	-0.3	C[C@H](CO)N1C[C@H](C)[C@@H](CN(C)CC2CCCCC2)OCCCC[C@H](C)Oc2ccc(N(C)C)cc2C1=O
15	3	1	-1	1	4	?	-2.7	C=CCCC(=O)N1CCC(n2nccc2NC(=O)CCCc2ccccc2)CC1
16	-3	3	-1	-2	3	-8	1.4	O=C(NCCN1CCOCC1)c1ccc2c(c1)N(Cc1ccccc1)C(=O)c1ccccc1S2
17	0	1	9	-31[16.7 µM]	3	-8	0.3	CCC(=O)NC[C@@H]1[C@@H](c2ccc(C3=CCCC3)cc2)[C@@H](CO)N1C(C)=O
18	-3	1	/	-8	-3	24*	0.0	c1ccc(CCCCN2C(Nc3ccccc3)=NC[C@@H]2Cc2ccccc2)cc1
19	-8	3	-2	/	2	-6	-0.7	COc1cccc(-c2ccc([C@@H]3[C@@H](CO)N4C(=O)CN(C(=O)c5cccnc5)C[C@H]34)cc2)c1
20	-1	-2	13	/	-4	/	1.5	COc1cccc(CSc2ccc(S(=O)(=O)N3CCOCC3)cc2C(=O)NCC2CCCO2)c1OC (stereo not given)

Next section; the last 7 above are carried over.
#	ERAP1 inh	Casp6 inh	SIRT5 block	miR122 inh	ERp5 inh	DENV2 CPE rescue	CFTR F508del cor	compound
14	6	-1	14	6[16.7 µM]	0	19	-0.3	C[C@H](CO)N1C[C@H](C)[C@@H](CN(C)CC2CCCCC2)OCCCC[C@H](C)Oc2ccc(N(C)C)cc2C1=O
15	3	1	-1	1	4	?	-2.7	C=CCCC(=O)N1CCC(n2nccc2NC(=O)CCCc2ccccc2)CC1
16	-3	3	-1	-2	3	-8	1.4	O=C(NCCN1CCOCC1)c1ccc2c(c1)N(Cc1ccccc1)C(=O)c1ccccc1S2
17	0	1	9	-31[16.7 µM]	3	-8	0.3	CCC(=O)NC[C@@H]1[C@@H](c2ccc(C3=CCCC3)cc2)[C@@H](CO)N1C(C)=O
18	-3	1	/	-8	-3	24*	0.0	c1ccc(CCCCN2C(Nc3ccccc3)=NC[C@@H]2Cc2ccccc2)cc1
19	-8	3	-2	/	2	-6	-0.7	COc1cccc(-c2ccc([C@@H]3[C@@H](CO)N4C(=O)CN(C(=O)c5cccnc5)C[C@H]34)cc2)c1
20	-1	-2	13	/	-4	/	1.5	COc1cccc(CSc2ccc(S(=O)(=O)N3CCOCC3)cc2C(=O)NCC2CCCO2)c1OC (stereo not given)
21	-3	-15	-1	-1	1	-5	0.7	CCN(Cc1ccc(C#CCCO)cc1)CC1CCCN(CCc2cccc(OC)c2)C1 (stereo not given)
22	-4	0	0	12	-7	2	-1.3	COc1ccc(C2=NN(c3ccccc3)C(c3cccs3)C2)cc1 (stereo not given)
23	-1	-2	4	6	-2	2	-2.2	O=C(Nc1cc(F)ccc1F)C1CCCN(c2ncnc3c2nc2n3CCCCC2)C1 (stereo not given)
24	0	0	-1	-2	-5	18	1.1	CC(=O)N(C(C)=O)c1ccc2c(c1)OCCO2
25	-3	0	-4	-3	-1	0	0.4	CC(C)N1C(=O)CCC1C(=O)NCCc1ccc(Cl)cc1 (stereo not given)
26	3	2	-3	-6	4	8	-0.1	O=[N+]([O-])c1ccccc1N/N=C\c1ccccc1F
27	2	6	1	33[16.7 µM]	4	1	2.5	C[C@H]1CN([C@@H](C)CO)S(=O)(=O)c2ccc(C#Cc3cccc(F)c3)cc2O[C@@H]1CN(C)C(=O)CN1CCOCC1
28	-2	3	-1	/	-1	-9	3.1	CCN(Cc1nc2ccccc2c(=O)[nH]1)Cc1nc2ccsc2c(=O)[nH]1
29	2	4	1	40	7	-3	-0.9	Cc1ccc(C)c(NS(=O)(=O)c2c(C)[nH]c(C)c2C(=O)N2CCCCC2)c1
30	-3	0	-3	1	-9	0	1.5	CC1CCN(C(=S)NC(=O)c2ccccc2Br)CC1
31	0	0	-3	28[16.7 µM]	1	-4	0.4	CO[C@@H]1CN(C)C(=O)c2cc(NS(=O)(=O)c3ccccc3C)ccc2OC[C@@H](C)N(S(C)(=O)=O)C[C@@H]1C
32	-1	0	/	0	1	-6	4.3	Cc1cc2nc3n(c2cc1C)CC1CC(C(=O)NCC2CC2)N(C)C31 (stereo not given)
33	-1	-2	3	/	4	0	-2.0	Cc1nn(Cc2ccccc2)c(Cl)c1C(=O)OCC(=O)NC(=O)NC12CC3CC(CC(C3)C1)C2
34	-2	0	1	3	-26	6	-1.6	Cc1cc(C(=O)N2CCN(S(=O)(=O)c3ccccc3)CC2)c(C)o1
35	-4	1	-7	/	13	-2	/	CC=Cc1ccc2n(c1=O)C[C@@H]1N[C@H]2[C@H](C(=O)NCc2ccc3c(c2)OCO3)[C@H]1CO (mixture of isomers)
36	0	2	1	0	3	-5	-3.5	Cc1cc(C)cc(NC(=O)CN2CCC(NC(=O)c3ccccc3F)CC2)c1
37	0	-2	/	4	3	0	0.6	CC(=O)Nc1ccc(NC(=O)c2ccc(S(=O)(=O)N3CCCCCC3)cc2)cc1
38	3	-1	/	/	-4	-5	1.6	CC(NC(=O)COC(=O)c1ccc2ccccc2n1)c1ccccc1 (stereo not given)
39	0	2	1	-23[16.7 µM]	2	1	-2.0	O=C(C[C@H]1C=C[C@@H](NC(=O)CCN2CCCCC2)[C@H](CO)O1)Nc1nccs1
40	0	2	0	-5	1	5	1.7	Cc1c(Cl)cccc1N1C(=O)CC(NNC(=O)c2ccc3c(c2)OCO3)C1=O (stereo not given)
41	-1	10	-1	-7	7	-4	-4.0	O=C(NC(=S)Nc1ccc(N2CCOCC2)cc1)c1ccccc1
42	-1	-1	0	/	2	3	-1.3	Nc1nc(N)c(N=Nc2ccc(SCC(=O)O)cc2)c(=O)[nH]1
43	-3	5	0	/	5	0	3.3	C/C(=N/NS(=O)(=O)c1ccc(C(C)(C)C)cc1)c1ccc2c(c1)OCO2
44	-2	1	-4	11	2	-1	0.2	CCC(=O)NCCc1nc2cc(NC(=O)c3ccc(Cl)cc3)ccc2n1C
45	0	0	-2	-6	8	-15	-0.7	Cc1csc(-c2ccc3cc(Cl)cc(Cl)c3n2)n1
46	0	0	-1	7[16.7 µM]	4	-6	1.5	C[C@H](CO)N1C[C@H](C)[C@@H](CN(C)C(=O)c2cccc(F)c2)Oc2cc(-c3cccnc3)ccc2S1(=O)=O
47	2	1	2	/	-1	69*	-0.6	CCc1nnc(NC(=O)c2ccc(F)c(S(=O)(=O)N3CCCCC3)c2)s1
48	/	7	/	-2	1	19	1.5	Cc1cc(NC(=O)CSc2nnc(C)c(=O)[nH]2)no1
49	-5	0	7	-4[16.7 µM]	-1	-2	-0.3	CNC[C@@H]1OCCCC[C@@H](C)Oc2ccc(NS(=O)(=O)c3ccccc3)cc2C(=O)N([C@H](C)CO)C[C@@H]1C
50	-1	18	-1	3	?	-1	2.7	O=C(O)CCc1ccc(-c2ccc(Br)cc2)n1NC(=O)c1ccc([N+](=O)[O-])cc1
51	1	2	5	4	5	3	-0.8	COc1ccc(NC(=O)N2CCN(C(=O)c3ccco3)CC2)c(OC)c1
52	8	-1	/	/	3	20	-3.8	CCCCn1nnnc1C1(C)CCC(=O)N1CC(F)(F)F (stereo not given)
53	2	-1	0	-7	1	6	-1.9	O=C1CC(N2CCN(S(=O)(=O)c3ccc([N+](=O)[O-])cc3)CC2)C(=O)N1c1ccccc1F (stereo not given)
54	0	-1	-6	7[16.7 µM]	-4	-2	1.7	CN(C)CC(=O)Nc1ccc2c(c1)[C@H]1C[C@H](CC(=O)NCc3ccccn3)O[C@@H](CO)[C@H]1O2
55	2	4	4	-11[16.7 µM]	-1	4	2.0	C[C@H](O)C#Cc1ccc2c(c1)O[C@H](CN(C)C(=O)c1ccncc1)[C@H](C)CN([C@@H](C)CO)S2(=O)=O
56	-6	3	1	-5	0	-1	0.2	CC(=O)NC1=NN(C(C)=O)C(C)(CCS(=O)(=O)c2ccc(Br)cc2)S1 (stereo not given)
57	-1	1	-7	-3	6	-2	-0.9	CN1CCN(C(=O)Nc2cccc(-c3ccccc3)c2)CC1
58	1	2	-34	2	-1	-1	-2.0	O=C(O)C1C2CCC(O2)C1C(=O)Nc1ccc(Cl)cc1F (stereo not given)
59	-1	-1	-5	/	0	3	-1.1	Clc1ccc(OCCn2ccnc2)cc1Cl
60	-3	3	-2	/	8	-2	-1.0	COc1cc(NC(=O)c2ccc3snnc3c2)cc(OC)c1

3 of the entries above in order of their number in miR122 inh, largest number first:
#	ERAP1 inh	Casp6 inh	SIRT5 block	miR122 inh	ERp5 inh	DENV2 CPE rescue	CFTR F508del cor	compound
51	1	2	5	4	5	3	-0.8	COc1ccc(NC(=O)N2CCN(C(=O)c3ccco3)CC2)c(OC)c1
50	-1	18	-1	3	?	-1	2.7	O=C(O)CCc1ccc(-c2ccc(Br)cc2)n1NC(=O)c1ccc([N+](=O)[O-])cc1
58	1	2	-34	2	-1	-1	-2.0	O=C(O)C1C2CCC(O2)C1C(=O)Nc1ccc(Cl)cc1F (stereo not given)
